Screening data from PubChem.
C8 TRAIL sens – caspase-8 TRAIL sensitization; NB7+C8 cells + TRAIL, ATPlite viability luminescence; inhibition (viability loss, TRAIL sensitization), % at 10 µM; actives 1% (n = 360,000);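 active = compounds causing at least 50% loss of cell viability in the single-dose screen, relative to plate controls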
Shn3 3UTR inh – reduces Shn3 3'UTR luciferase signal in osteoblasts. Clone20 osteoblast Shn3 3'UTR firefly luciferase, 24 h. inhibition, % at 12.5 µM. actives 0.52% (n = 360,000). AID 588674;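 active = mean inhibition of at least 75% with every replicate also reaching 75%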;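 note: 0% = median of neutral control wells and 100% = pilot-screen positive control compound; some compounds past the cut are filed as inactive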
NR2E3 ag-1 – agonists of human NR2E3 nuclear receptor. Q9Y5X4. CHO-S Gal4-NCOR/VP16-NR2E3 two-hybrid, luciferase. inhibition of corepressor binding, % at 3.98 µM. actives 0.35% (n = 360,000). AID 602229;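 active = inhibition above the mean of all tested compounds plus 3 SD, cut at about 70% in these data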;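 note: 0% = DMSO with NR2E3 transfected cells and 100% = cells lacking NR2E3 construct; higher means lower luciferase signal from less NR2E3 corepressor binding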
Target sequence (Q9Y5X4 whole entry, looked up, the tested form may be a part): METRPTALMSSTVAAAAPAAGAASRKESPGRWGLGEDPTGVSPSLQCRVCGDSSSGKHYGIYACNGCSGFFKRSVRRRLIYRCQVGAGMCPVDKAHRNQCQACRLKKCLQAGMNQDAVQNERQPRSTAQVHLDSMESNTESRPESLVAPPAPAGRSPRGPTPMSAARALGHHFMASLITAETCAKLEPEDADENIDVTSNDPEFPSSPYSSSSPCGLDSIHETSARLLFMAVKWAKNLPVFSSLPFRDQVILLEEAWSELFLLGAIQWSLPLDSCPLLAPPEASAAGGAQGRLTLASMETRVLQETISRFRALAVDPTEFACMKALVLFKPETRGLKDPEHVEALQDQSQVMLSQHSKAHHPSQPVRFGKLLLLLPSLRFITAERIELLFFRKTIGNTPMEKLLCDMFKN
KKLEB cytotox – CF airway cell cytotoxicity counter-screen. KKLEB CF airway cells viability, ATPlite luminescence, overnight; active compounds read low; cells stimulated with P. aeruginosa culture filtrate. activity change (cytotoxicity), % at 5 µM. actives 0.36% (n = 360,000). AID 602141;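 active = corrected activity change at or below -50% at 5 µM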
NR2E3 ag-2 – agonists of human nuclear receptor NR2E3; Q9Y5X4; GST-NR2E3/biotin-RetCOR TR-FRET, 1536-well; inhibition of corepressor binding, % at 4.78 µM; actives 0.12% (n = 320,000); AID 2300;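 active = percent inhibition above the cutoff of mean plus 3 SD of all tested compounds, set per screening campaign, cut at about 20% in these data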;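 note: 0% = DMSO wells and 100% = biotin wells as full block of FRET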
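Test system – NR2E3–RetCOR corepressor complex · Quantity – NR2E3 fusion 1.35 nM · Buffer or medium – Tris pH 7.5 · Incubation – Compound–protein incubation for 5 h at 4 °C · Technique – TR-FRET, Eu(K)-anti-GST donor, streptavidin-D2 acceptor, ex 340, em 617/671 nm · Evaluation – percent inhibition of 671/617 nm emission ratio versus biotin and DMSO controls · Plate – 1536-well format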
HIF-2a inh – blocks HIF-2a reporter activity | 786-0 RCC cells HIF-2a reporter, luciferase luminescence, overnight | inhibition, % at 18.8 µM | actives 0.72% (n = 360,000) | AID 624352;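 active = inhibition of the luminescence signal of 40% or more relative to plate controls, in a single-dose primary screen at 18.75 µM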
CF NFkB inh – cystic fibrosis NF-kB activation inhibition. KKLEB NF-kB-GFP reporter, PAF-induced, GFP fluorescence overnight. actives 0.86% (n = 360,000). inhibition, % at 5 µM;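 active = at least 50% inhibition at 5 µM, scaled per plate between neutral and stimulator controls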;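 note: PAF is a Pseudomonas aeruginosa culture filtrate used as stimulus; plate controls were PAF-stimulated DMSO wells for no effect and unstimulated DMSO wells for full effect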
Peg3 promoter – Peg3 promoter activity inhibition | HeLa PEG-Prom luciferase reporter, luminescence, overnight | inhibition, % at 20 µM | actives 1.7% (n = 360,000) | AID 588405;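 active = inhibition of at least 50% at 20 µM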
iPSC survival up – enhancers of human iPSC single-cell survival; AID 602274; actives 0.044% (n = 360,000); survival enhancement, % at 20 µM; hiPSC single-cell survival, ATPlite luminescence; 100% = ROCK inhibitor wells, 0% = DMSO; in the data active = survival enhancement above about 18%;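 note: cells exposed to compounds for 16 hours before the ATP read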
EBV LMP1 NFkB – inhibitors of Epstein-Barr LMP1-induced NF-kappaB reporter; LMP1-induced NF-kappaB luciferase reporter cells, luminescence; inhibition, % at 12.5 µM; actives 0.69% (n = 350,000); in the data active = inhibition above about 41%;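 note: 0% = neutral control wells and 100% = reference inhibitor control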
TRPM1 prom inh – MITF TRPM1 promoter inhibition in SK-MEL-5 cells. SK-MEL-5 TRPM1 promoter luciferase, 24 h. inhibition, % at 12.5 µM. actives 0.83% (n = 330,000);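 active = mean inhibition across replicates of 60% or more, whatever share of single replicates reaches that level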; note: values of inactives mirror those of a sister screen read the other way
An asterisk follows results filed as active; nt = not tested or not shown. An excerpt; the hit share may differ from the screen's.

Results follow in this order: C8 TRAIL sens	Shn3 3UTR inh	NR2E3 ag-1	KKLEB cytotox	NR2E3 ag-2	HIF-2a inh	CF NFkB inh	Peg3 promoter	iPSC survival up	EBV LMP1 NFkB	TRPM1 prom inh
> O=C(NCc1ccc(F)cc1)c1cnc(-c2ccccn2)nc1C(F)(F)F
  20	4	-5	5	-4	-18	-18	-6	-4.3	-2	2
> COc1cccc(C(=O)N2CCC2(C)C(=O)NC(C)C)c1 (stereo unspecified)
  -15	-22	1	14	nt	1	-2	-6	-0.9	nt	nt
> O=C(NNc1cc(Cl)cc(Cl)c1)c1c(F)cccc1Cl
  -17	-11	-6	-1	-1	10	17	-1	1.1	11	-8
> Cc1cccc(-c2nc3ccccc3c(=O)n2NC(=O)Cc2ccc(Cl)cc2)c1
  3	4	7	16	1	17	3	19	-2.2	-6	22
> CCSC1OC(C(COC(C)=O)OC(C)=O)C(OC(C)=O)C1NC(C)=S (stereo unspecified)
  -21	-8	16	-13	nt	1	-10	15	3.1	8	0
> CC(C)NS(=O)(=O)c1ccc(OCC(=O)NCc2ccco2)cc1
  3	-14	25	2	1	4	1	-8	0.3	-7	-17
> CCOC(=O)c1ccccc1NC(=O)CN1C(=O)c2ccccc2S1(=O)=O
  -3	7	8	-6	1	0	10	0	-1.1	4	4
> O=[N+]([O-])c1cccc(OCCCN2CCC(Cc3ccccc3)CC2)c1
  7	4	10	1	0	-3	12	28	0.2	2	6
> CS(=O)(=O)NNC(=O)CN1C(=O)C2C3C=CC(C3)C2C1=O (stereo unspecified)
  0	-1	20	-6	4	12	-1	2	0.7	1	9
> CCOc1ccccc1NC(=O)CSc1nnc(CNC(=O)c2ccccc2F)o1
  -16	5	-7	3	-3	5	-10	-17	-0.4	-7	4
> COC(=O)c1cc2ccccn2c2c(C(=O)OC)c(C(=O)OC)cc1-2
  15	-10	-24	2	-11	2	-22	17	11	-5	5
> CCCCOc1ccc(OCCNC(=O)C2CCCN2C(=O)Nc2ccccc2)cc1 (stereo unspecified)
  7	15	16	-4	-1	-1	-1	8	-0.5	7	4
> Cc1cc(Cl)ccc1NC(=O)CSc1nnc(Cc2cccs2)n1Cc1ccco1
  -2	-12	-10	5	2	6	3	11	-1.1	1	8
> O=C(N/N=C/C=C/c1ccccc1)C1CC1(c1ccccc1)c1ccccc1 (stereo unspecified)
  -7	13	-5	19	-6	3	-40	-2	2.7	-3	1
> CCCC1=C(C(=O)OCC)C(c2ccc(N(C)C)cc2)n2ncnc2N1 (stereo unspecified)
  -5	1	-27	4	-1	10	11	18	0.2	-3	0
> Cc1c(C(=O)N/N=C/c2cccs2)nnn1-c1nonc1N
  -7	-9	-31	6	1	-67	-5	-75	0.4	-4	-40
> CCN(CC)C1=NS(=O)(=O)c2cc([N+](=O)[O-])ccc21
  3	7	-5	-7	4	8	-1	-1	-3.5	-6	43
> CCOC(=O)c1ccc2nc(C)c(CCC(C)=O)c(Cl)c2c1
  17	-53	-67	6	-1	-221	-26	-226	-1.7	-39	-57
> O=C(O)c1cc(S(=O)(=O)N(Cc2ccccc2)c2ccccc2Cl)ccc1Cl
  21	15	-12	-1	0	19	4	12	-0.4	1	nt
> CSCCC(NC(=O)COc1ccccc1)C(=O)OCCOc1ccc(Br)cc1 (stereo unspecified)
  0	-16	27	5	5	8	-9	-9	-0.5	4	0
> NS(=O)(=O)c1cc(C(=O)OCC(=O)Nc2ccc3c(c2)OCO3)ccc1Cl
  -6	1	10	-12	nt	9	17	-4	1.5	8	3
> CCOc1ccc(S(=O)(=O)N2CCCC(C(=O)NCc3ccccc3)C2)cc1 (stereo unspecified)
  5	6	-5	11	5	19	-20	13	0.1	0	10
> COc1cccc(NC(=O)c2cc(-c3ccc(OC)cc3OC)nc3ccccc23)c1
  -6	-9	-9	8	0	-5	-8	32	-0.4	nt	nt
> O=C(O)C1CC=CCC1C(=O)Nc1cc(Cl)ccc1Cl (stereo unspecified)
  -5	5	2	-7	0	7	-4	14	-0.3	-12	14
> CCCC[N+](C)(C)CCC(=O)NC(C)(C)CS(=O)(=O)[O-]
  1	1	-2	4	0	9	-9	4	1.5	14	5
> CC1Cc2ccccc2N1CC(=O)NC(c1ccccc1)c1ccccc1 (stereo unspecified)
  -9	22	3	3	0	4	0	23	0.4	3	-4
> Nc1[nH]c(N=NC(=O)c2ccccc2)c2ccccc12
  -1	-16	-28	4	-3	-49	-1	-13	-1.1	0	1
> CN(C)c1ccc(C(=O)NN2C(=O)c3ccccc3C2=O)cc1
  -2	34	-29	-2	4	16	-9	0	0.2	4	8
> COC(=O)c1sccc1NC(=O)Cn1nnc(-c2ccc(C)cc2)n1
  -5	-5	3	0	0	18	5	8	-1.5	-5	9
> COc1ccc(S(=O)(=O)N2CCOCC2)cc1C(=O)N(C)CCOc1ccc(Cl)cc1
  -2	28	9	5	2	18	-12	18	-0.3	9	nt

Single records, as listed above. Order of values: C8 TRAIL sens	Shn3 3UTR inh	NR2E3 ag-1	KKLEB cytotox	NR2E3 ag-2	HIF-2a inh	CF NFkB inh	Peg3 promoter	iPSC survival up	EBV LMP1 NFkB	TRPM1 prom inh
Listed for Nc1[nH]c(N=NC(=O)c2ccccc2)c2ccccc12 : -1	-16	-28	4	-3	-49	-1	-13	-1.1	0	1
Listed for CCCC[N+](C)(C)CCC(=O)NC(C)(C)CS(=O)(=O)[O-] : 1	1	-2	4	0	9	-9	4	1.5	14	5
Listed for Cc1cccc(-c2nc3ccccc3c(=O)n2NC(=O)Cc2ccc(Cl)cc2)c1 : 3	4	7	16	1	17	3	19	-2.2	-6	22
Listed for CCCCOc1ccc(OCCNC(=O)C2CCCN2C(=O)Nc2ccccc2)cc1 (stereo unspecified) : 7	15	16	-4	-1	-1	-1	8	-0.5	7	4

Additional results follow:
Results follow in this order: C8 TRAIL sens	Shn3 3UTR inh	NR2E3 ag-1	KKLEB cytotox	NR2E3 ag-2	HIF-2a inh	CF NFkB inh	Peg3 promoter	iPSC survival up	EBV LMP1 NFkB	TRPM1 prom inh
> CC(C)CC(NC(=O)OC(C)(C)C)c1cn([C@@H](CCCCNC(=O)OC(C)(C)C)C(=O)N2CCN(C(=O)OC(C)(C)C)CC2)nn1 (stereo partly specified)
  -12	3	45	-7	4	14	0	14	-1.6	-2	10
> COc1ccc(C(=O)OCC(=O)Nc2ccc(F)c(F)c2F)cc1OC
  8	-3	-19	-7	1	0	4	4	5.1	3	9
> COCCN1CC(CNC(=O)c2cc(COc3ccccc3SC)on2)CC1=O (stereo unspecified)
  -9	3	6	-21	1	-18	-8	-27	-0.4	-19	2
> CCc1cc(C(=O)OC)c(N2C(=O)C3C4C=CC(C4)C3C2=O)s1 (stereo unspecified)
  -4	-9	8	-5	2	15	3	17	-0.4	2	3
> COc1ccc(-c2cnc(C(O)c3ccc(C(C)(C)C)cc3)[nH]2)cc1 (stereo unspecified)
  -15	14	-19	-5	nt	-3	11	-5	-1.0	nt	nt
> COC(=O)c1ccc(-n2c(C)ccc2-c2ccccc2)cc1
  12	6	-14	0	5	7	0	9	-0.7	-22	1
> Cc1cccn2c(=O)c(C=NCc3ccccc3)c(NCCO)nc12
  11	5	-3	12	-3	-2	-8	-4	-2.6	-9	-8
> O=C(O)CCC(=O)N1N=C(c2ccc(Br)cc2)CC1c1cccc(Br)c1 (stereo unspecified)
  -9	-10	44	5	3	-14	-11	11	-0.3	-2	1
> Cc1cc(=O)oc2c(C)cc(C(C)(C)C)cc12
  3	14	7	-2	nt	-4	12	-9	7.4	4	-2
> O=C(CCNS(=O)(=O)c1ccccc1)NNC(=O)c1csc(N2CCOCC2)n1
  -11	-4	24	10	-1	12	-27	-2	-0.6	-15	4
> CC1(NC(=O)CCc2ccccc2)CCN(CCCc2ccccc2)C1=O (stereo unspecified)
  -11	1	11	14	1	7	-28	8	-0.2	1	-9
> N=c1c2c(ncn1Cc1ccco1)Oc1cc(O)ccc1C2c1ccccc1 (stereo unspecified)
  -5	-4	20	2	1	8	10	22	-0.5	-2	23
> O=C(O)C1CCN(c2c([N+](=O)[O-])cc(C(F)(F)F)cc2[N+](=O)[O-])CC1
  -8	28	-15	-2	-3	9	-2	5	-1.9	-3	-2
> Clc1ccc(CNc2cnccn2)cc1Cl
  -10	-10	17	1	-1	13	-1	12	-0.6	-10	0
> COc1cccc(N2C(=O)Nc3ccc(Br)cc3C2(O)C(=O)NCCN(C)C)c1 (stereo unspecified)
  -5	4	-15	4	-1	1	15	11	2.2	3	8
> CCOc1ccc(CCN2C(=O)C(=O)N([C@@H](Cc3ccc(O)cc3)CN3CCC[C@@H]3CN3C(=O)C(=O)NC[C@@H]3Cc3ccccc3)C[C@@H]2Cc2ccccc2)cc1
  -6	-10	-15	6	nt	-7	-3	10	2.1	-8	2
> O=C(COc1ccccc1)Nc1nnc(-c2ccc(F)cc2)o1
  11	-18	19	-7	-1	-7	24	-4	-0.4	-7	1
> COc1ccc(/C(N)=N/OC(=O)C2CCCCC2)cc1
  -8	-61	-78	12	0	-278	4	-303	-0.2	-46	-43
> COc1ccccc1N(CC(=O)N1CCCCC1)S(=O)(=O)c1ccccc1
  -16	10	-4	-5	1	7	26	15	-0.4	-26	-9
> CCOc1ccc(C2c3c(oc4ccccc4c3=O)C(=O)N2c2ccc(C)cn2)cc1OC (stereo unspecified)
  7	-7	-21	5	7	-36	12	-80	-1.3	-4	-13
> CCCn1c(SCC(=O)Nc2ccc3c(c2)OCCO3)n[nH]c1=O
  -2	-2	-4	4	nt	-22	4	-1	-0.5	-10	-5
> Cc1cc(Oc2ccc(N)cn2)cc(C)c1Cl
  8	nt	-23	-5	-4	12	-1	-12	1.0	-7	2
> O=C1NCCN/C1=C\C(=O)c1ccc(Br)cc1
  8	-112	-124	-4	-1	-269	-10	-284	-0.4	nt	nt
> O=c1c2ccccc2cnn1Cc1n[nH]c(=S)n1C1CC2CCC1C2 (stereo unspecified)
  -1	22	-14	1	-3	15	-1	10	-0.5	6	15
> CC1CCC2C(=O)N(c3ccc(NC4CCN(Cc5ccccc5)CC4)c([N+](=O)[O-])c3)C(=O)C2C1 (stereo unspecified)
  -6	10	15	-8	-3	-1	-3	15	0.0	6	4
> CC(=O)n1cc([C@@H]2C=C(C(=O)Nc3ccccc3)O[C@H](OCCCCO)C2)c2ccccc21
  13	24	11	-8	1	-21	-34	2	-1.6	-8	29
> CCn1nnnc1SCC(=O)NCc1ccc2c(c1)OCO2
  -7	3	-10	-13	1	4	3	-9	-0.1	-3	1
> O=C(Nc1cccs1)Nc1c(F)c(F)c(F)c(F)c1F
  12	71	0	11	-1	10	-10	17	-1.5	7	3
> COc1ccc2nc(SCC(=O)NCc3ccc(OC)c(OC)c3)[nH]c2c1
  6	-3	-7	9	3	10	2	18	-0.6	3	-3
> Cc1cc(C)nc(Nc2ccccc2Br)n1
  -16	-10	-17	-2	0	5	7	-7	0.0	-13	-5
